Screening results (PubChem BioAssay)
Arr AP2 block: inhibitors of beta-arrestin/AP2 binding, primary screen, biochemical, GPCR trafficking, flow cytometry | beta-arrestin 1 C-terminal peptide binding to AP2 beta2-adaptin appendage (human) | FITC-arrestin peptide / GST-AP2 beads; AP2 beta2 appendage carries R879A mutation | inhibition, % at 10 µM | 0.31% of 340,000 active | AID 504490, 2011;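 active = inhibition above a set limit, near 3 SD of compounds lacking own fluorescence, cut at about 54% in these data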;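 also: plate controls were DMSO wells for no effect and 5 µM unlabelled arrestin peptide for full effect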
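System: GST-tagged AP2 beta2-adaptin appendage (R879A) on 4 µm glutathione beads / Reagent: FITC-arrestin peptide, 50 nM / Detection: HyperCyt-sampled flow cytometry, FL1 channel, ex 488/em 535 nm / Timing: 12 min plus 1 h, RT / Buffer or medium: PBS plus Tween 20 (0.05%) and BSA (0.1%)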
E coli growth: E. coli V3065 growth inhibition, primary screen, counter-screen for AddAB inhibitor project, absorbance, OD600; 0.27% of 330,000 active; inhibition, % at 11.9 µM; 18 h;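 active = inhibition above the campaign's mean inhibition across all tested compounds plus 3 SD, cut at about 9.9% in these data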;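 also: uninfected addAB+ strain grown without phage in ampicillin broth; 0% = DMSO wells and 100% = ciprofloxacin 0.95 µg/ml wells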
OPRM1-OPRD1 ag: agonists of OPRM1-OPRD1 heterodimerization, primary screen, cell-based, luminescence | Mu-type opioid receptor (Homo sapiens) + Delta-type opioid receptor (Homo sapiens), … | 0.3% of 340,000 active | cells | AID 504326, 2011 | activation, % at 9.3 µM; in the data active = activation above about 18%;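 also: 0% = vehicle-treated cells and 100% = reference agonist; values of inactives mirror those of a sister screen read the other way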
Target sequence (P35372 whole entry, looked up): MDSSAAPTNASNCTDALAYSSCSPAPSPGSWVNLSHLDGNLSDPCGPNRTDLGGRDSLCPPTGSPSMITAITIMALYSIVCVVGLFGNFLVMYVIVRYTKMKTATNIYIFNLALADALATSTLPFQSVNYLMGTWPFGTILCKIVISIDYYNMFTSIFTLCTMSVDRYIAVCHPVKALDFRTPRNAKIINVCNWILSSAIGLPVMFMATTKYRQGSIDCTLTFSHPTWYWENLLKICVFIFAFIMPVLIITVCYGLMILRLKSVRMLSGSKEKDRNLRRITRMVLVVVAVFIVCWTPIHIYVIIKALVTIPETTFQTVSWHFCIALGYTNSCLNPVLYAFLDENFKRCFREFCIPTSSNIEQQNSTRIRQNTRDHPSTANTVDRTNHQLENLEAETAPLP
Target sequence (P41143 whole entry, looked up): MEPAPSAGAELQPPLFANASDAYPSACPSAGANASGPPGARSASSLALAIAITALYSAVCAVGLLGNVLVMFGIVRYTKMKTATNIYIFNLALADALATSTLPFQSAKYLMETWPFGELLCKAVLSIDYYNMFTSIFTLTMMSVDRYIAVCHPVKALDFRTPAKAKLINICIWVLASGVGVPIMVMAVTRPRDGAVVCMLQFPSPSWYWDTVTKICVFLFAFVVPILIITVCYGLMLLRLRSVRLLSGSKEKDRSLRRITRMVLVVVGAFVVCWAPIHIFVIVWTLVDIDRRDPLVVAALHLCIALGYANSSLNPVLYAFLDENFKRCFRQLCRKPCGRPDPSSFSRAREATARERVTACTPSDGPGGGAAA
Mot1-301 SUMO: yeast Mot1-301 growth rescue at high temperature, primary screen, SUMOylation pathway inhibitor project, S. cerevisiae, ATP luminescence, 38.5C; 1% of 320,000 active; growth rescue, % at 18.8 µM; S. cerevisiae Mot1-301 growth rescue; percent above DMSO median, 100 means doubled; AID 2716, 2010;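 active = every valid replicate shows activation above 250% relative to neutral control wells; inactive = the rest, any valid replicate at or below 250%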;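 also: OY570 slx delta 5 strain wells were the positive control but not used for scaling; some compounds called inactive have numbers as strong as hits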
MOR-DOR inv ag: inverse agonists of MOR-DOR heterodimerization, primary screen, cell-based, luminescence; Mu-type opioid receptor (Homo sapiens) + Delta-type opioid receptor (Homo sapiens), …; cell-based MOR-DOR heterodimer luminescence, inverse agonism; inhibition, % at 9.3 µM; 0.21% of 340,000 active; AID 504357, 2011; in the data active = inhibition above about 22%, passing the limit was not always enough;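 also: 0% = cells with DMSO and 100% = wells without cells with DMSO; values of inactives mirror those of a sister screen read the other way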
Tat transport: E. coli Tat export inhibitors, primary screen, MC4100, TorA-mCherry reporter, fluorescence, single point; inhibition, % at 10 µM; 0.036% of 340,000 active; AID 488895, 2010;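 active = mean replicate inhibition at least 50% and at least half of replicates individually reaching 50%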;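 also: exported cargo escapes ClpAP degradation while cytoplasmic cargo is degraded and loses fluorescence; 0% = median of neutral control wells and 100% = median of NaSCN control wells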
PfHsp90 set2: growth inhibition of PfHsp90-expressing yeast, primary screen, antimalarial PfHsp90 inhibitor project, S. cerevisiae, BacTiter-Glo luminescence, single point, set 2; inhibition, % at 9.4 µM; BacTiter-Glo ATP, 48 h; yeast lacking PDR1 and PDR3 efflux regulators; AID 504621, 2011; 0.32% of 310,000 active;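 active = every replicate shows inhibition above about 80%, whatever the replicate mean, limit read from the data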;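 also: 0% = DMSO neutral controls and 100% = 20 µM radicicol positive controls; yeast relying on Plasmodium falciparum Hsp90 in place of its own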
AddAB inh: growth inhibition of E. coli expressing H. pylori AddAB, primary screen, AddAB inhibitor project, absorbance. 0.29% of 330,000 active. AID 435030, 2010. inhibition, % at 11.9 µM; in the data active = inhibition above about 12%;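 also: 0% = vehicle wells of infected cells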
phage Ecoli inh: growth loss of phage-infected E. coli, primary screen, RecBCD inhibitor project, absorbance, with phage, HTS; inhibition, % at 11.9 µM; 0.26% of 360,000 active; in the data active = inhibition above about 11%
PKA-R1A activ: activators of PKA-R1A holoenzyme, primary screen, biochemical, fluorescence polarization, Cy5-IP20, bovine R1A, mouse PKAc; activation, % at 11.4 µM; PKA-R1A dissociation; scaled: DMSO 0%, 113 µM cGMP 100%; 0.083% of 340,000 active;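 active = percent activation above the mean of all tested compounds plus 3 SD, cut at about 19% in these data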;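 also: higher means more PKAc released from R1A so a rise in polarization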
Pemphigus Ab inh: inhibitors of pemphigus antibody binding to DSG3, primary screen, biochemical, bead-based, flow cytometry, scFv-GFP | Desmoglein-3 (Homo sapiens), P32926 | DSG3-coupled beads, scFv-anti-DSG3-GFP binding; stronger effect = lower value | binding (percent of control), % at 10 µM | 0.48% of 310,000 active;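 active = binding more than 3 SD below its plate's average and above zero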;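 also: hits lower antibody fragment binding to DSG3; some compounds called inactive have numbers as strong as hits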
The depositor's hits bear a star; . = no result given. Random draw from the library, and some 2.8% of all compounds hit somewhere here.

No.	Compound	PKA-R1A activ	Pemphigus Ab inh	Mot1-301 SUMO	Tat transport	AddAB inh	OPRM1-OPRD1 ag
1	COc1cc(NC(=O)[C@H]2CSCN2C(=O)[C@@H]2CCC(=O)N2)cc(OC)c1OC	-7	138	5	1	1.9	0.5
2	NC(=O)C1CCN(C(=O)CCSCc2ccccc2)CC1	4	101	-4	-5	-1.2	-2.4
3	CCOC(=O)CN(C(=O)CNC(=O)c1ccco1)C(C(=O)NC1CCCCC1)c1cccc(OC)c1 (stereo unspecified)	3	100	159	-11	0.4	-2.4
4	CCCCC(=O)Nc1ccc(C(=O)Nc2ccc3c(c2)OCO3)cc1	-4	101	9	0	0.8	0.4
5	COCCN(C(=O)COC(=O)CCOc1ccccc1)c1c(N)n(Cc2ccccc2)c(=O)[nH]c1=O	-8	101	-4	-8	-1.8	-1.4
6	CCO[C@H]1OC(C(N)=O)=C[C@@H](c2ccccc2)[C@@H]1CCCO	-5	101	3	2	1.1	-1.1
7	Cc1ccccc1OCCN1CCCC1	-3	116	5	3	1.2	-3.6
8	COc1c(C)cc(Br)cc1C(=O)Nc1ccc(C)cc1[N+](=O)[O-]	-9	94	0	-6	5.0	0.6
9	O=C(O)Cn1c2c(c3ccccc31)CSc1ccc(Cl)cc1-2	-2	107	4	1	1.3	-1.4
10	N#CC1=C(SCC(=O)c2ccc(Cl)cc2)NC2=C(C(=O)CCC2)C1c1ccco1 (stereo unspecified)	7	106	96	7	-1.2	-3.4
11	Cn1cc(C(=O)NC2CCCCC2)c(=O)c2cc(S(=O)(=O)N3CCCC3)ccc21	-6	103	-6	-5	5.5	-3.3
12	COc1ccccc1CNC(=O)CCN=C1NS(=O)(=O)c2ccccc21	-10	.	-4	3	0.9	-3.5

No.	MOR-DOR inv ag	E coli growth	PfHsp90 set2	phage Ecoli inh	Arr AP2 block
1	-3	-2.9	9	-1.3	-9
2	11	-0.3	-3	0.6	-6
3	13	1.0	-24	3.6	-3
4	-2	-0.1	7	4.5	29
5	9	3.3	11	.	-14
6	7	-0.5	24	1.2	29
7	17	0.3	-24	2.0	1
8	-4	1.2	-1	0.9	-16
9	6	-1.2	1	-0.3	8
10	20	-0.3	-2	-0.2	6
11	14	-0.9	-17	2.7	6
12	14	1.6	-10	-0.8	-2

Going on with the list:
No.	Compound	PKA-R1A activ	Pemphigus Ab inh	Mot1-301 SUMO	Tat transport	AddAB inh	OPRM1-OPRD1 ag
13	O=C(CCS(=O)(=O)Cc1ccc(Cl)cc1)NCCc1ccccc1	7	98	1	-1	-0.6	-2.5
14	CCCCN(CCCC)C(=O)CCS(=O)(=O)c1ccc2c(c1)n(C)c(=O)c(=O)n2C	-15	105	-2	10	2.1	-1.4
15	O=C(CCS(=O)(=O)c1ccc(Br)s1)NCc1cccs1	-4	108	4	-2	-2.0	-1.1
16	CN(C)CCCN1C(=O)C(O)=C(C(=O)c2cc3ccccc3o2)C1c1ccccc1 (stereo unspecified)	-16	113	-3	2	0.6	-2.8
17	O=C(CCn1cccc1)NCc1ccc(Cl)cc1	5	111	-6	-10	-0.8	-0.5
18	COc1ccc(CCn2c(N)c(C(=O)NCc3ccco3)c3nc4ccccc4nc32)cc1	-5	96	1	1	1.2	2.0
19	CC(CCc1ccccc1)NC(=O)CN(C)Cc1ccc(F)cc1 (stereo unspecified)	6	109	6	3	-0.8	-1.0
20	CCOC(=O)C1CCCN(C2=NC(=O)/C(=C/c3ccc(OC)cc3)S2)C1 (stereo unspecified)	-6	104	1	1	-2.9	-1.0
21	CCCNC(=O)c1c(N)n(-c2ccc(S(N)(=O)=O)cc2)c2nc3ccccc3nc12	10	90	4	1	0.8	0.0
22	COc1ccccc1NC(=O)C1=C(C)NC(=O)NC1c1ccc(C)cc1 (stereo unspecified)	-7	101	-17	1	5.1	-0.8
23	Cn1nc(C(=O)NNC(=O)COc2ccccc2)c2ccccc2c1=O	10	97	-3	-10	2.0	-1.8
24	CC(C)C(C)NC(=O)CN1C(=O)NC2(CCCCCC2)C1=O (stereo unspecified)	3	98	8	6	5.8	-2.1

No.	MOR-DOR inv ag	E coli growth	PfHsp90 set2	phage Ecoli inh	Arr AP2 block
13	12	-2.0	18	3.1	2
14	8	-1.4	14	2.3	6
15	6	-2.7	-29	1.7	-5
16	12	-3.1	21	-0.3	-8
17	3	-2.6	-34	1.1	29
18	-14	-0.4	-3	3.5	13
19	5	1.7	16	-0.4	-2
20	5	-1.3	-6	1.5	28
21	0	-1.9	-32	-2.2	-3
22	5	-0.3	3	1.4	4
23	9	-0.3	1	1.8	-6
24	10	-0.1	-14	0.3	-8

(more compounds)
No.	Compound	PKA-R1A activ	Pemphigus Ab inh	Mot1-301 SUMO	Tat transport	AddAB inh	OPRM1-OPRD1 ag
25	CCOC(=O)c1c(-c2ccc(OC)cc2)oc2cc(Br)c(O)cc12	-14	100	-14	-8	-0.3	1.7
26	Cc1cc2nc(-c3ccc(SCc4ccccc4C#N)nc3)[nH]c2cc1C	-3	86	-15	7	1.6	7.3
27	Cc1nc(-c2cn[nH]c2)c2cc(C)oc2n1	-7	97	-6	10	-1.4	-0.7
28	Cc1cccc(NS(=O)(=O)c2ccc(C(=O)NCCCN3CCOCC3)cc2)c1C	0	103	9	-2	.	-1.0
29	Cc1ccc2nc(SCC(=O)N3CCCC3)nc(=O)n2c1	-1	103	242	-2	0.9	-5.2
30	O=C(C1CC1)N1CCN=C1SCc1cccc(C(F)(F)F)c1	5	91	16	2	-1.3	-2.5
31	COc1ccc(CCNC(=O)CSc2ccc(-c3cccs3)nn2)cc1	-11	.	-21	8	-0.9	-2.8
32	CC(=O)Oc1ccc(S(=O)(=O)c2ccc(OC(C)=O)cc2)cc1	-6	110	31	-10	-0.7	-1.7
33	O=C(Nc1cccc(Cl)c1)NC1CC2CCC(C1)N2Cc1cccs1 (stereo unspecified)	1	112	930	-1	2.4	1.8
34	CCOC(=O)C(C(=O)OCC)C1CCS(=O)(=O)C1 (stereo unspecified)	-6	106	-16	0	-5.3	-1.2
35	CC1CC(C)(C)CC2(C1)NC(=O)N(CC(=O)NCC(c1ccco1)N1CCCCC1)C2=O (stereo unspecified)	-13	100	-1	-5	1.0	-1.1
36	COC(=O)[C@H](CCSC)NC(=O)Cn1cc(C)c(=O)[nH]c1=O	-7	102	.	-4	.	-1.5

No.	MOR-DOR inv ag	E coli growth	PfHsp90 set2	phage Ecoli inh	Arr AP2 block
25	-8	-1.2	7	0.9	9
26	-40	0.2	-12	3.3	7
27	4	-0.1	4	3.6	15
28	7	.	4	1.6	-1
29	27	0.0	.	4.4	2
30	13	1.9	-17	2.1	-9
31	13	-0.7	15	-1.8	24
32	8	-2.5	8	0.9	-1
33	-10	-1.2	0	3.6	-10
34	7	-2.3	14	0.5	6
35	7	2.1	27	0.2	-8
36	7	.	-19	4.0	14

Profiles, quoted from the list.
`Cc1nc(-c2cn[nH]c2)c2cc(C)oc2n1` in the list: PKA-R1A activ: -7; Pemphigus Ab inh: 97; Mot1-301 SUMO: -6; Tat transport: 10; AddAB inh: -1.4; OPRM1-OPRD1 ag: -0.7; MOR-DOR inv ag: 4; E coli growth: -0.1; PfHsp90 set2: 4; phage Ecoli inh: 3.6; Arr AP2 block: 15
`CC(=O)Oc1ccc(S(=O)(=O)c2ccc(OC(C)=O)cc2)cc1` in the list: PKA-R1A activ: -6; Pemphigus Ab inh: 110; Mot1-301 SUMO: 31; Tat transport: -10; AddAB inh: -0.7; OPRM1-OPRD1 ag: -1.7; MOR-DOR inv ag: 8; E coli growth: -2.5; PfHsp90 set2: 8; phage Ecoli inh: 0.9; Arr AP2 block: -1

Further results follow.
No.	Compound	PKA-R1A activ	Pemphigus Ab inh	Mot1-301 SUMO	Tat transport	AddAB inh	OPRM1-OPRD1 ag
37	COC(=O)[C@@]12CCCCN1[C@H](c1ccc(-c3cccc(Cl)c3)cc1)[C@H]1C(=O)N(C)C(=O)[C@H]12	7	105	322	-5	1.6	-1.2
38	Nc1cnc(Nc2ccc(Br)cc2)nc1N	7	99	0	-4	1.4	-1.2
39	O=C(Nc1ccc(-c2ccc3nncn3n2)cc1)c1ccc(Br)o1	-1	85	11	1	4.2	0.2
40	Cc1cccc(N(C(=O)c2sc(C)nc2C)C(C(=O)NCC2CCCO2)c2ccccc2)c1 (stereo unspecified)	-3	101	1	4	2.0	-1.8
41	Cc1ccc(C(=O)COC(=O)COc2ccccc2O)cc1C	-6	103	-15	-2	1.3	1.0
42	Cc1ccc(-c2nc(CS(=O)CC(=O)NC3CCCC(C)C3C)c(C)o2)cc1 (stereo unspecified)	-5	100	113	6	2.2	-1.8
43	CCN(CC)S(=O)(=O)c1cccc(C(=O)OCC(=O)Nc2ccccc2OC(F)F)c1	-4	96	-5	1	1.5	-0.1
44	Fc1ccccc1Cn1nnc2c(NCc3ccccn3)ncnc21	0	86	-5	3	1.5	-2.5
45	COc1ccccc1-n1c(SCC(=O)Nc2nnc(C)s2)nc2c(c1=O)SCC2	5	105	15	11	0.3	1.0
46	NC(=O)/C(=C\c1ccccc1)NC(=O)/C=C/c1ccccc1	9	80	-4	-4	1.2	-3.3
47	CC1=C(C(=O)Nc2cccc(C)c2C)C(c2cccs2)NC(=S)N1 (stereo unspecified)	-5	104	-1	-4	5.1	-2.9

No.	MOR-DOR inv ag	E coli growth	PfHsp90 set2	phage Ecoli inh	Arr AP2 block
37	7	1.7	-6	0.4	-2
38	6	-0.2	-6	3.4	-11
39	-1	-1.6	-1	0.7	5
40	11	-2.5	-23	-1.4	0
41	-4	0.0	.	2.2	19
42	9	0.1	24	-0.5	18
43	0	-0.5	4	3.5	3
44	15	1.4	-11	3.7	-8
45	-5	-0.5	.	1.4	-7
46	17	3.6	54	3.2	-8
47	15	2.1	-1	2.3	27

Single values from the entries so far:
Result for O=C(Nc1ccc(-c2ccc3nncn3n2)cc1)c1ccc(Br)o1 under phage Ecoli inh: 0.7
Result for CCN(CC)S(=O)(=O)c1cccc(C(=O)OCC(=O)Nc2ccccc2OC(F)F)c1 under phage Ecoli inh: 3.5
Result for NC(=O)/C(=C\c1ccccc1)NC(=O)/C=C/c1ccccc1 under PfHsp90 set2: 54
Result for Fc1ccccc1Cn1nnc2c(NCc3ccccn3)ncnc21 under Arr AP2 block: -8
Result for COc1ccccc1-n1c(SCC(=O)Nc2nnc(C)s2)nc2c(c1=O)SCC2 under Tat transport: 11
